Cardiac RTF inh – cardiac RTF calcium desensitization | P19429+P45379 | IANBD-labeled cardiac RTF, Ca2+ fluorescence | inhibition, % at 7.15 µM | hit rate 0.12% among 340,000;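 active = inhibition above the mean inhibition of all tested compounds plus 3 SD, cut at about 17% in these data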;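 note: assay run at fixed EC70 calcium of 1.6 mM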
RTF Ca sens act – cardiac RTF calcium sensitization; activation, % at 7.2 µM; AID 493008; IANBD-labeled TnC RTF fluorescence at EC20 calcium; 0% EC20 calcium, 100% full calcium; hit rate 0.24% among 340,000; P19429+P45379;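 active = activation above the mean over all tested compounds plus 3 SD, cut at about 30% in these data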;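 note: rise in fluorescence read as greater calcium sensitivity of cardiac thin filaments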
Arr AP2 block – inhibitors of human beta-arrestin and AP2 interaction; FITC-arrestin peptide / GST-AP2 beads, flow cytometry; AP2 beta2 appendage carries R879A mutation; inhibition, % at 10 µM; hit rate 0.31% among 340,000;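 active = inhibition above a set limit, near 3 SD of compounds lacking own fluorescence, cut at about 54% in these data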;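 note: plate controls were DMSO wells for no effect and 5 µM unlabelled arrestin peptide for full effect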
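system = GST-tagged AP2 beta2-adaptin appendage (R879A) on 4 µm glutathione beads | reagent = FITC-labelled arrestin peptide probe, 50 nM final | schedule = compound with beads 12 min RT, then probe 1 h RT | signal = HyperCyt-sampled flow cytometry, FL1 channel, ex 488/em 535 nm | read-out = percent response from loss of bead-bound FITC fluorescence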
LANA DNA inh – KSHV C-LANA DNA binding inhibition; MBP-C-LANA/FAM-LBS DNA binding, fluorescence polarization; inhibition, % at 9 µM; hit rate 0.078% among 340,000; AID 504423;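 active = highest replicate inhibition at or above 60% at 9 µM, even if other replicates fall short; inactive = all replicates below 60% inhibition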;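 note: 0% = neutral control wells and 100% = 4 µM acridine orange control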
Wnt bcat act – activates Wnt/beta-catenin signaling in a reporter cell assay; hit rate 1.2% among 300,000; activation, % at 9.35 µM; activator, plate reader; in the data active = activation above about 30%, passing the limit was not always enough;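 note: 0% = neutral control wells and 100% = positive control wells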
Pemphigus Ab inh – blocks pemphigus antibody binding to human desmoglein-3; P32926; DSG3-coupled beads, scFv-anti-DSG3-GFP binding, flow cytometry; hits give low values; binding (percent of control), % at 10 µM; hit rate 0.48% among 310,000; AID 588358;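 active = binding more than 3 SD below its plate's average and above zero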;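 note: hits lower antibody fragment binding to DSG3; some compounds called inactive have numbers as strong as hits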
OPRM1-OPRD1 inv – mu-delta opioid heterodimer inverse agonism; P35372+P41143; AID 504357; hit rate 0.21% among 340,000; cell-based MOR-DOR heterodimer luminescence; inhibition, % at 9.3 µM; in the data active = inhibition above about 22%, passing the limit was not always enough;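 note: 0% = cells with DMSO and 100% = wells without cells with DMSO; values of inactives mirror those of a sister screen read the other way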
Keap1 Nrf2 FP – inhibitors of human Keap1-Nrf2 protein-protein interaction; Q14145; inhibition, % at 9.4 µM; hit rate 0.15% among 340,000; Keap1 Kelch-Nrf2 peptide fluorescence polarization, 1536-well; in the data active = inhibition above about 12%;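 note: human Keap1 Kelch domain with fluorescein labeled Nrf2 9mer peptide probe; 0% = neutral control wells and 100% = peptide positive control; higher means more block of Keap1 binding to Nrf2 peptide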
Target sequence (Q14145 whole entry, looked up, the tested form may be a part): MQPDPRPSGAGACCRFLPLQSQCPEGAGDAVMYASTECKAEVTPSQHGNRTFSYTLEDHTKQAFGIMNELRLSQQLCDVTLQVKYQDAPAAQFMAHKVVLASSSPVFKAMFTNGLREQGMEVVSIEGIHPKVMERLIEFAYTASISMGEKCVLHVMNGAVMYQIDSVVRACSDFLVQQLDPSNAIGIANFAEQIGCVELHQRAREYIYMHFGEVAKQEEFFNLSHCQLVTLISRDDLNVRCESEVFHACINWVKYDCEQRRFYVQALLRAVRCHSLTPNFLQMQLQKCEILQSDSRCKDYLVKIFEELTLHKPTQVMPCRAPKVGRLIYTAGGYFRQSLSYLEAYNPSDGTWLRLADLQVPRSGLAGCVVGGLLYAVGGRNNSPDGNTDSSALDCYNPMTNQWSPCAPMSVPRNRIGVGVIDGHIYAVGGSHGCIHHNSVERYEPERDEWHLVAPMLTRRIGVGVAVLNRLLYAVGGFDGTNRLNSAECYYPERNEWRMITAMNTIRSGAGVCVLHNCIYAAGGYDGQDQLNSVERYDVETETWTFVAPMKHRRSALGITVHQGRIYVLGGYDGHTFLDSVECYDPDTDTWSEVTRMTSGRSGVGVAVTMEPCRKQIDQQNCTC
MOR-DOR ag – OPRM1-OPRD1 heterodimerization agonism. cells, luminescence. AID 504326. P35372+P41143. activation, % at 9.3 µM. hit rate 0.3% among 340,000; in the data active = activation above about 18%;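 note: 0% = vehicle-treated cells and 100% = reference agonist; values of inactives mirror those of a sister screen read the other way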
V-ATPase pHluor – regulators of yeast V-ATPase proton transport; S. cerevisiae, pHLuorin cytosolic pH fluorescence; response, % at 10 µM; hit rate 0.37% among 350,000; AID 504577; in the data active = response mostly above about 7.3%, no sharp cut-off; inactive = mostly below about 5.4%; note: actives read high; inactives centre near 0; some compounds called inactive have numbers as strong as hits; reference of the scale not given here
Starred values were filed as active, the others as inactive; nt = not tested or not shown.

smiles	OPRM1-OPRD1 inv	Pemphigus Ab inh	RTF Ca sens act	V-ATPase pHluor	LANA DNA inh	Cardiac RTF inh	Keap1 Nrf2 FP	Wnt bcat act	Arr AP2 block	MOR-DOR ag
OC(CNc1ccccc1)Cn1ccc2ccccc21 (stereo not drawn)	-8	99	-8	-1	1.5	4	-1	-1	16	1.6
Cc1cccc(-c2ncc(S(=O)(=O)C(C)(C)C)c(N)n2)c1	9	99	-1	-3	-1.1	3	-5	35*	4	-1.7
Cc1ccc(-c2ccc(=O)n(CC(=O)NCCN3C(C)CCCC3C)n2)cc1 (stereo not drawn)	8	105	4	-1	1.1	-6	-5	nt	-9	-1.3
CN(c1cccc(NS(=O)(=O)c2ccccc2)c1)S(C)(=O)=O	-5	99	-1	-3	-0.6	-7	3	-1	22	1.0
Cc1ccc(C)n1N1C(=O)/C(=C\c2ccc(Cl)cc2)SC1=S	-5	97	1	1	-0.5	-8	0	nt	9	0.9
COc1cc(C(=O)NNC(=O)C2CSC3(C)CCC(=O)N23)cc(OC)c1OC (stereo not drawn)	4	101	0	6	1.1	-1	-5	-1	-9	-1.0
OCC1(CCc2ccccc2)CCN(Cc2cc(F)ccc2-n2cccn2)CC1	-407	93	2	-4	-2.4	1	0	-1	1	78*
COc1ccc(CCc2cc(OC)cc(=O)o2)cc1	4	102	-6	-2	0.3	-2	-2	-1	12	-0.8
Cc1ccc2oc(=O)c(/C=C(\O)C(C)(C)C)nc2c1	-2	108	6	-1	-0.1	-4	-2	-4	7	0.4
O=C(COc1ccc([N+](=O)[O-])cc1)NCCc1nc2ccccc2[nH]1	nt	98	nt	-3	0.0	nt	-3	4	41	nt
Cc1ccc(S(=O)(=O)CCC(=O)N(CCN2CCOCC2)c2nc3ccccc3s2)cc1	14	99	-2	-1	0.2	-6	-4	29	-3	-2.2
COc1ccc(/C=C2/CCc3ccccc3C2=O)cc1CN1CCOCC1	-4	116	2	-1	2.4	4	1	nt	-8	0.7
COc1cc(/C=N\NC(=O)c2ccc(-c3ccccc3)cc2)cc(Br)c1O	-10	111	-7	-2	-0.6	-4	-6	14	1	2.3
COc1ccc(C(=O)CSc2nnc(Cn3nnc4ccccc43)n2C)cc1	2	104	3	-3	-0.1	-3	-2	-5	18	-0.4
Cc1cc2cc3c(cc2nc1SCC(=O)N1c2ccccc2CC1C)OCO3 (stereo not drawn)	5	111	0	-3	2.2	-5	-1	-3	4	-1.2
CCc1ccc(NC(=O)NCC2CCN(c3ccc(OC)cc3)C2)cc1 (stereo not drawn)	-4	107	0	0	0.7	-7	-6	0	-2	0.7
CC(=O)Nc1ccc(/C=N/NC(=O)c2cc3cc(C)ccc3nc2C)cc1	2	92	-5	5	1.0	-4	-6	2	5	-0.3
COC(=O)[C@@]12CCCN1[C@H](c1ccc(-c3cccc(Cl)c3)cc1)[C@H]1C(=O)N(C)C(=O)[C@H]12	6	105	-6	-2	-0.2	-15	-4	-5	3	-1.3
CC(C)(C)c1nnc(NC(=O)CS(=O)(=O)Cc2ccccc2)s1	7	80	-1	0	-0.1	-1	-1	-1	20	-1.4
CC(=O)Nc1cc(-c2ccccc2)nn1Cc1ccc(Cl)cc1	-2	114	0	1	1.5	3	-5	nt	5	0.4
CC1=C(NCCc2ccccc2)CCC1=O	-8	108	-8	-2	0.0	-12	2	nt	-3	2.0
CC(=O)c1ccc(S(=O)(=O)Nc2cc3c(cc2C(C)=O)OCO3)cc1	18	106	-4	-1	-0.6	6	4	-3	4	-3.8
O=C1c2ccccc2C(=O)c2c(NCc3cccnc3)cccc21	4	104	3	-2	-2.0	1	-6	3	6	-0.8
Cc1ccc(-n2nc(-c3ccccc3)cc2Nc2ccccc2N)cc1	-21	129	1	5	0.5	3	-1	-7	4	3.8
O=C(NC1CCN(S(=O)(=O)c2cccc([N+](=O)[O-])c2)CC1)C1CCCCC1	-4	113	-3	3	0.9	8	2	-3	-3	0.4
Cc1cc(C)c(NC(=S)N(CCCN2CCN(C)CC2)Cc2cccs2)c(C)c1	16	109	-1	0	-0.8	13	-2	1	-6	-3.1
CN(Cc1nccn1C)C(=O)C1CCC(=O)N(Cc2cccc(C(F)(F)F)c2)C1 (stereo not drawn)	2	97	-4	0	0.2	-6	2	0	-4	-0.3
N#Cc1cccc(NC(=S)Nc2ccccc2)c1	9	105	16	-1	-0.4	-5	-3	2	-10	-2.0
O=C(N/C(=C/c1cccnc1)C(=O)N1CCCCCC1)c1ccccc1	10	106	1	3	-0.1	1	0	-1	-2	-1.9
COC(=O)C1CCN(C(=O)CSc2ccccc2)CC1	7	nt	10	3	-1.9	-9	-1	1	9	-1.3

Part of the list above, with values under each structure.
Each structure is followed by: OPRM1-OPRD1 inv | Pemphigus Ab inh | RTF Ca sens act | V-ATPase pHluor | LANA DNA inh | Cardiac RTF inh | Keap1 Nrf2 FP | Wnt bcat act | Arr AP2 block | MOR-DOR ag
Cc1cc2cc3c(cc2nc1SCC(=O)N1c2ccccc2CC1C)OCO3 (stereo not drawn)
→ 5 | 111 | 0 | -3 | 2.2 | -5 | -1 | -3 | 4 | -1.2
CN(Cc1nccn1C)C(=O)C1CCC(=O)N(Cc2cccc(C(F)(F)F)c2)C1 (stereo not drawn)
→ 2 | 97 | -4 | 0 | 0.2 | -6 | 2 | 0 | -4 | -0.3
CN(c1cccc(NS(=O)(=O)c2ccccc2)c1)S(C)(=O)=O
→ -5 | 99 | -1 | -3 | -0.6 | -7 | 3 | -1 | 22 | 1.0

Further compounds follow.
smiles	OPRM1-OPRD1 inv	Pemphigus Ab inh	RTF Ca sens act	V-ATPase pHluor	LANA DNA inh	Cardiac RTF inh	Keap1 Nrf2 FP	Wnt bcat act	Arr AP2 block	MOR-DOR ag
COc1ccccc1CNC(=O)COC(=O)c1cc(=O)c2ccccc2o1	4	106	-5	1	-3.0	0	-2	-2	12	-0.8
COc1cc2c(cc1OC)CN(S(=O)(=O)c1cccs1)CC2	3	94	1	-1	0.3	-7	-2	-5	5	-0.4
COc1cccc(OCC(O)CO)c1 (stereo not drawn)	5	nt	2	1	1.0	-3	-5	-2	0	-1.0
COc1ccc2ccccc2c1CN1CCSCC1	3	98	1	-1	0.9	-3	-4	1	6	-0.6
Cn1c(=O)c2c(nc3n2CCCN3CCc2ccccc2)n(C)c1=O	8	118	1	-1	1.0	-1	-7	1	-11	-1.6
COc1ccc(C2NCCc3cc(OC)c(OC)cc32)cc1OC (stereo not drawn)	6	nt	2	3	0.9	-9	3	nt	1	-1.1
CCOc1ccc(C(=O)NCC(=O)NCC(c2ccc(OC)cc2)N2CCCC2)cc1 (stereo not drawn)	-14	113	2	4	-0.1	-3	5	-2	1	2.1
Cc1cccc(N2CCN(C(=O)c3cccc(S(=O)(=O)N4CCCCC4)c3)CC2)c1C	-3	91	-2	-1	-1.0	-10	4	-8	3	0.6
O=C(O)C1C2CCC(CC2)C1C(=O)N1CCN(Cc2ccc(F)cc2)CC1 (stereo not drawn)	3	110	-3	2	4.2	1	7	-2	10	-0.6
CCCc1cc(=O)[nH]c2nnc(SCC(=O)NC3CCCC3)n12	12	108	-3	6	-0.5	3	-4	1	-8	-2.4
NS(=O)(=O)c1ccc(NC(=O)CSc2nc3c(cnn3-c3ccccn3)c(=O)[nH]2)cc1	2	108	2	-4	-1.6	-22	-4	0	-21	-0.3
Cc1onc(-c2ccccc2)c1C(=O)Nc1nc(-c2cc(F)ccc2F)cs1	-21	93	16	-1	0.4	-12	-5	-2	4	4.0
C=CCn1c(=O)[nH]c2cc(C(=O)N3CCN(c4ccc(C(C)=O)cc4)CC3)ccc2c1=O	-2	nt	2	3	0.2	-6	3	nt	-2	0.5
O=C(CC(NCCN1CCOCC1)C(=O)O)Nc1cccc(Cl)c1 (stereo not drawn)	-14	87	9	-1	0.8	1	2	-1	7	2.7
CCOC(=O)C1CCN(C(=O)Cc2c(F)cccc2Cl)CC1	-7	91	2	-2	-1.5	-12	-2	0	4	1.2
CCn1nc(C(=O)N2CCN(Cc3nc4ccccc4s3)CC2)c2ccccc2c1=O	9	101	-6	0	1.5	-14	-1	-2	-11	-2.4
COc1ccc(C(=O)N2CCN(C)C(C)C2)cc1OC1CCN(C(C)=O)CC1 (stereo not drawn)	16	104	-2	2	-0.2	2	-1	3	-7	-3.0
COCCNC(=O)CSc1nc(-c2ccc(OC)c(OC)c2)cc(C(F)(F)F)n1	15	108	0	-1	0.9	-8	-2	nt	-2	-3.0
CC(C)CC(=O)Nc1c2c(nn1-c1cccc(Cl)c1)CS(=O)(=O)C2	13	100	-1	-9	-6.1	0	7	4	-1	-2.9
O=C(NC1CCCCC1)c1n[nH]c2c1CC(c1ccccc1)CC2 (stereo not drawn)	-38	100	-3	-2	0.5	0	0	26	7	6.7
COc1ccc(N2CC(O)=C(c3nc(-c4ccc(F)cc4)cs3)C2=N)cc1OC	-5	100	-4	nt	-0.8	-20	4	-5	-1	0.7
Cc1ccc(NC(=O)c2oc3ccccc3c2COC(C)C)cc1S(=O)(=O)N1CCOCC1	-22	94	1	1	0.6	4	-2	-8	1	4.2
C=CCNc1oc(/C=C/c2ccccc2)nc1C#N	-2	94	-3	2	-0.2	-10	-1	28	-7	0.5
CCCC(O)(c1ccc(OC)cc1)C(CN1CCOCC1)c1ccccc1 (stereo not drawn)	-2	106	-3	-2	-0.8	-10	0	-1	11	0.3
CCCCOc1cccc(-c2nnc(N)s2)c1	2	102	-5	-3	-1.4	-20	1	2	6	-0.3
O=C(C1CCCO1)N1CCN(C(=S)Nc2ccc(Cl)cc2)CC1 (stereo not drawn)	6	107	-3	0	0.2	3	1	0	7	-1.2
O=C(O)[C@H](Cc1ccccc1)N1Cc2ccccc2C1=O	14	93	-3	1	1.4	1	-1	0	-2	-2.5

Rewritten with values under each structure: part of the list above
Results follow in this order: OPRM1-OPRD1 inv	Pemphigus Ab inh	RTF Ca sens act	V-ATPase pHluor	LANA DNA inh	Cardiac RTF inh	Keap1 Nrf2 FP	Wnt bcat act	Arr AP2 block	MOR-DOR ag
COc1cc2c(cc1OC)CN(S(=O)(=O)c1cccs1)CC2
 : 3	94	1	-1	0.3	-7	-2	-5	5	-0.4
COc1cccc(OCC(O)CO)c1 (stereo not drawn)
 : 5	nt	2	1	1.0	-3	-5	-2	0	-1.0
COc1ccc2ccccc2c1CN1CCSCC1
 : 3	98	1	-1	0.9	-3	-4	1	6	-0.6
Cn1c(=O)c2c(nc3n2CCCN3CCc2ccccc2)n(C)c1=O
 : 8	118	1	-1	1.0	-1	-7	1	-11	-1.6
COc1ccc(C2NCCc3cc(OC)c(OC)cc32)cc1OC (stereo not drawn)
 : 6	nt	2	3	0.9	-9	3	nt	1	-1.1
